# KCNH2 WT inh – KCNH2 (human, wildtype) channel inhibition; Q12809; U2OS, BacMam KCNH2, thallium flux FluxOr; stronger effect = lower value; activity change, % at 1.84 µM; 340,000 compounds, 0.37% hits;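 active = maximum activity change below -70%; inconclusive = maximum activity change between -70% and -50%; inactive = maximum activity change above -50%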; note: % is set by controls: 0 for no effect and ±100 for the full control effect
#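 U2OS cells transduced with wild-type KCNH2 virus are loaded with FluxOr dye for 45 min, and thallium flux is measured in kinetic reads before and after stimulation buffer. Rate constants are normalized to DMSO controls.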
# MLL CXXC-DNA inh – inhibitors of human MLL CXXC domain-DNA interaction; AID 2662; 290,000 compounds, 0.037% hits; Potency, µM (top dose mostly 115 µM), for inactives: top-dose activity change, negative = inhibition, hits mostly inhibitors; MLL-CXXC / FITC-HOXA9 DNA fluorescence polarization; active = well fitted inhibition curve with a large enough effect in the polarisation, with a control signal flat, not every such curve was filed as active; inconclusive = small, poorly fitted or top-dose-only effect, or effect the other way, or a change in a side signal; inactive = no such curve, though single readings can be large or run the other way; the % refers to the polarisation; note: potency is the fitted concentration of half-maximal effect
#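 Steps: dispense CXXC domain solution (7 uM) → pin compounds or unlabeled HOX-A9 DNA control → 5 min ambient → add FLSN-HOX-A9 solution (50 nM) → spin → 30 min ambient → fluorescence polarization. Tris pH 7.5/NaCl/DTT/BSA buffer.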
# Menin MLL FP TR – menin-MLL binding inhibition, Texas Red mutant peptide; O00255; Menin + Texas Red MLL mutant peptide, fluorescence polarization; Potency, µM (doses to about 61.6 µM), for the others: at the highest dose FP activity change, negative = inhibition, actives largely listed as inhibitors; 270,000 compounds, 0.23% hits; AID 1768; active = well fitted inhibition curve with a large enough effect in the polarisation, with a control signal flat, not every such curve was filed as active; inconclusive = small, poorly fitted or top-dose-only effect, or effect the other way, or a change in a side signal; inactive = no such curve, though single readings can be large or run the other way; the % refers to the polarisation; note: potency is the fitted concentration of half-maximal effect; % of control where 0% means no effect; many of its hits are not listed in these tables
# FBPA coupling cs – counter-screen for Giardia aldolase inhibitors: coupling enzyme system | coupling enzyme system counterscreen, AmpLite Red fluorescence | activity change, negative = inhibition, % at 58.2 µM, hits read low | 290,000 compounds, 0.67% hits; in the data active = activity change below about -30%; note: % is set by controls: 0 for no effect and ±100 for the full control effect
#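 Fluorescence at 525 nm excitation and 598 nm emission measured inhibition of the coupled detection system without aldolase. Compounds (at 57.5 uM final) were preincubated 10 min at room temperature with coupling enzyme reagent before a 20 min substrate/AmpLite Red step.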
# GALK inh – galactokinase (human) inhibition. P51570. AID 1868. 270,000 compounds, 0.007% hits. Purified GALK, Kinase-Glo residual ATP luminescence. Potency, µM (series often up to 57.5 µM), for the others: top-dose activity change, negative = inhibition, actives largely listed as inhibitors; note: potency is the fitted concentration of half-maximal effect; % is set by controls: 0 for no effect and ±100 for the full control effect
#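 Galactose (100 uM) and ATP (35 uM) were turned over by 5 nM GALK for 1 h at RT. Kinase-Glo Plus then converted the remaining ATP into a luminescent signal.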
# KCNH2 3.1 inh – blocks the human KCNH2 3.1 channel isoform; U2OS KCNH2 3.1, thallium flux FluxOr; stronger effect = lower value; activity change, % (tested at about 1.8 µM); 340,000 compounds, 0.95% hits; AID 720553;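 active = maximum activity change below -70%; inconclusive = maximum activity change from -70% to -50%; inactive = maximum activity change above -50%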;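 note: thallium influx rate constant from kinetic fluorescence after stimulation buffer; % is set by controls: 0 for no effect and ±100 for the full control effect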
#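 Channel expression came from 3.1 mutant virus (1.77 x 10^8 /mL) applied to suspended U2OS cells for 4 h. Flux was tracked with FluxOr dye plus Red40 quencher, and kinetic rate constants normalized to controls.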
# B2AR arrestin – beta2AR (human) beta-arrestin recruitment activity. beta-arrestin recruitment to beta2AR, cell-based reporter. Potency, µM (doses to about 46.1 µM), for inactives: at the highest dose activation, most hits filed as activators. 330,000 compounds, 0.02% hits. AID 492947;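 note: potency is the fitted concentration of half-maximal effect; 0% = DMSO controls and full agonism = EC100 isoproterenol or metaproterenol; nearly all actives have a fitted effect of over 65% in size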
# USP2a block – inhibitors of human ubiquitin-specific protease USP2a; USP2 core, Ub-CHOP2 coupled fluorogenic reporter, 485/531; Potency, µM (top dose mostly 38.3 µM), for inactives: top-dose activity change, negative = inhibition, actives largely listed as inhibitors; 330,000 compounds, 0.01% hits; AID 463254;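 note: potency is the fitted concentration of half-maximal effect; plate controls were DMSO wells for no effect and full inhibition by NEM control for full effect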
#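 Deubiquitinase activity read as fluorescence (485/531 nm) after Ub-CHOP2 cleavage activates the enterokinase reporter on its substrate; USP2 core 10nM, Ub-CHOP2 and substrate 25nM each, 30min compound preincubation then 60min RT; data normalized to NEM, curves fitted.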
# Giardia kill – kills Giardia lamblia; Giardia lamblia trophozoite viability; activity change, % at 7.66 µM, hits read low; 340,000 compounds, 0.15% hits; AID 540267; in the data active = activity change below about -80%; inconclusive = between about -30% and that limit;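 note: parasites exposed to compound for two days anaerobically before the ATP read; % is set by controls: 0 for no effect and ±100 for the full control effect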
#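 Giardia trophozoites, 100 cells per well, were exposed to compounds for 48 hrs at 37 deg C under anaerobic conditions; viability was then read as ATP content by bioluminescence after 15-30 min at room temperature.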
# TRPV1 ag – human TRPV1 agonism; Q8NER1; TRPV1-expressing cells, Fluo-8 calcium influx, agonist mode; activation, % at 8.33 µM; AID 540275; 320,000 compounds, 0.19% hits; in the data active = activation above about 80%; inconclusive = between about 30% and that limit; note: 0% is about no effect
# Target sequence (Q8NER1 whole entry, looked up): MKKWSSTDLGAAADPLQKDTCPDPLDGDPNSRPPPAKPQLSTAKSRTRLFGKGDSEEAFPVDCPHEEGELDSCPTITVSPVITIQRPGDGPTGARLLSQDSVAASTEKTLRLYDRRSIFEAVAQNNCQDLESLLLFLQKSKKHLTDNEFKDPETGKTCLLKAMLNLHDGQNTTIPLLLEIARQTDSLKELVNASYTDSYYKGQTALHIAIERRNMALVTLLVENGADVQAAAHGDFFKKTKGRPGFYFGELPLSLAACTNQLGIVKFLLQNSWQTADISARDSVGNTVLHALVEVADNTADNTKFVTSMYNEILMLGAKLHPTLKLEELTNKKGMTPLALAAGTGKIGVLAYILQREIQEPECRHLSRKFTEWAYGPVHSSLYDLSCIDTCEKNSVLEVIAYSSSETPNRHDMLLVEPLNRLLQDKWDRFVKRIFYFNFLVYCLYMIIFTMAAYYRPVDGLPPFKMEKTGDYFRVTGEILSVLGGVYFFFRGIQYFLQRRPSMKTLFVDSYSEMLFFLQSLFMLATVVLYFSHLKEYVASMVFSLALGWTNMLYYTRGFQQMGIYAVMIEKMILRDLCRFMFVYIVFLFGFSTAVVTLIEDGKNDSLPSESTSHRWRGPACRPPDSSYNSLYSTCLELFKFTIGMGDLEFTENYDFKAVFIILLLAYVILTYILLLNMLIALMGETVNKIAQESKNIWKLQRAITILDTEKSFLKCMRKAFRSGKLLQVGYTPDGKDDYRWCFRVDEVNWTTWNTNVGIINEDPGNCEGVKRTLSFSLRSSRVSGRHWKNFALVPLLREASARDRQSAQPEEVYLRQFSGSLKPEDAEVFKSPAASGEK
#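 Cells expressing TRPV1 were dye-loaded with Fluo-8 and read kinetically: 10 s baseline, 3 min after compound (agonist portion), then 2 min after EC20 capsaicin (allosteric enhancer portion). Calcium-bound dye fluorescence at 480/520 nm.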
# PKM2 activator – PKM2 (human) enzyme activation; Potency, µM (series often up to 57.5 µM), without a hit: at the highest dose activation, actives largely listed as activators; 260,000 compounds, 0.34% hits; P14618; purified PKM2, Kinase-Glo ATP luminescence, activation; response scale: 0% is enzyme alone, no compound; AID 1631; note: potency is the fitted concentration of half-maximal effect; % is set by controls: 0 for no effect and ±100 for the full control effect; nearly all actives have a fitted effect of over 55% in size
#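 Kinase-Glo luminescence reports ATP generated from ADP (0.1 mM) and PEP (0.5 mM) by purified hPK-M2 after 1 h at room temperature, pH 7.2 imidazole buffer; intermediate enzyme activity allows detecting inhibitors and activators.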
# Active calls of the source: *; ? = inconclusive; · = not tested or not shown; [ ] = another dose, or the depositor's remark. Unless noted, calls come from the whole dose curve; as a rule, active = well fitted curve in the direction sought with a large enough effect; inconclusive = small, poorly fitted or top-dose-only effect, or another doubt; inactive = no such curve, though single readings can be large; an effect the other way counts as inactive or inconclusive. Only part of the results is shown (hit frequency here may not be typical).
SMILES,KCNH2 WT inh,MLL CXXC-DNA inh,Menin MLL FP TR,FBPA coupling cs,GALK inh,KCNH2 3.1 inh,B2AR arrestin,USP2a block,Giardia kill,TRPV1 ag,PKM2 activator
COc1ccccc1/C=C/CN1CCN(c2ccccc2)CC1,19,-7%,-6%,0,1%,-32,0.2%,-11%,3,3,-3%
Cc1ccc(S(=O)(=O)c2ccc([N+](=O)[O-])cn2)cc1,-1,?,-11%,-14,1%,-23,-0.5%,6%,2,1,·
CN(C)S(=O)(=O)c1cccc(COC(=O)CNC(=O)c2ccc(Br)o2)c1,-8,·,·,·,·,-5,0.0%,1%,6,1,·
Cc1ccc2[nH]c(=O)c3cc(C(=O)N(CCCOC(C)C)Cc4ccco4)sc3c2c1,-2,14%,-1%,2,1%,6,0.1%,-2%,11,13,7%
Brc1ccc(-c2csc(N/N=C/c3ccco3)n2)cc1,-5,2%,?,-1,3%,7,0.0%,1%,-26,3,0%
CCOc1cc(/C=N/Nc2ncc(C)c(=O)[nH]2)ccc1O,15,10%,24%,-3,6%,19,-0.2%,0%,11,-4,·
CCOC(=O)C1C(=O)C=C(c2cccs2)CC1c1ccccc1 (stereo unspecified),-10,3%,0%,9,1%,2,0.4%,0%,-1,1,5%
CC1(C(=O)Nc2c(F)c(F)c(F)c(F)c2F)CC1(Br)Br (stereo unspecified),0,16%,·,1,10%,12,-0.3%,4%,34[activator],3,-2%
COc1ccc(C(O)(CCN2CCCCC2)C2CCCCC2)cc1 (stereo unspecified),5,12%,?,0,11%,8,-0.1%,2%,-1,3,·
O=C(NCc1ccncc1)c1cccc(S(=O)(=O)Nc2ccc(F)cc2)c1,11,·,·,·,·,-36,-0.3%,-1%,-6,1,·
CCc1cc2c(=O)c(-c3ccc4c(c3)OCCO4)coc2c(CN2CCCCC2C)c1O (stereo unspecified),-2,3%,?,3,0%,-18,?,-10%,-19,9,2%
Cc1c(C(=O)c2cccc([N+](=O)[O-])c2)c2ccccn2c1CCC#N,-6,-8%,1%,4,4%,3,-0.3%,2%,-18,-1,2%
Cc1n[nH]c(=O)c2c(NC(=O)COC(=O)c3cccc(OC(F)F)c3)oc(C)c12,-6,·,·,·,·,5,-0.1%,1%,21,1,·
COc1ccc(C(CNS(=O)(=O)c2ccc(NC(C)=O)c(OC)c2)N2CCCCC2)cc1 (stereo unspecified),11,·,·,·,·,17,-1.5%,2%,-6,·,·
Cc1ccc(NC(=O)CSc2nc(=O)n(CCCN(C)C)c3c2CCC3)c(C)c1,22,·,·,·,·,-9,0.2%,-1%,11,3,·
COc1ccc(OC)c(NC(=O)CN(C)CCOc2ccc(Br)cc2)c1,4,-1%,-22%,1,-2%,-22,0.4%,-12%,-4,-3,-1%
Cc1nnc(NC(=O)c2ccc(-c3ccc(Cl)cc3)o2)s1,-5,·,·,·,·,7,-0.4%,1%,-10,1,·
Cc1cc(C)n(-c2nc(SCCN(C)C)c3c4c(sc3n2)CCCC4)n1,9,-9%,?,-1,-3%,-5,3.3%,3%,-10,24,0%
COC(=O)c1ccc(N2CCN(S(=O)(=O)c3ccccc3)CC2)c([N+](=O)[O-])c1,-7,3%,-6%,-2,-2%,-17,0.3%,6%,8,3,-1%
O=C(OCCN1C(=O)c2ccccc2C1=O)c1cc(S(=O)(=O)N2CCOCC2)ccc1Cl,5,7%,-2%,2,-2%,3,-0.2%,0%,4,11,6%
Cn1c(SCc2ccccc2C#N)nnc1-c1ccncc1,1,-6%,-1%,0,2%,-8,0.1%,1%,13,1,-6%
CC(=O)N1CCOc2ccc(S(=O)(=O)Nc3ncccc3C)cc21,5,0%,1%,-1,1%,0,3.4%,-1%,4,2,·
COc1ccc(C(c2nnnn2C2CCCC2)N2CCN(c3ccccc3)CC2)cc1 (stereo unspecified),-2,-5%,-7%,3,-4%,-8,-0.4%,-6%,-14,-1,-7%
O=C(NCCNc1cc(Cl)ccc1[N+](=O)[O-])c1ccco1,-2,-3%,-12%,0,3%,0,-0.8%,-2%,4,5,0%
CCOC(=O)/C(C#N)=C/c1cc(C)n(-c2ccc(C)cc2)c1C,2,0%,-11%,4,4%,-7,0.3%,-1%,0,2,-4%
COc1ccc2c(c1)CCc1c(C(=O)N3CC4(C)CC3CC(C)(C)C4)noc1-2 (stereo unspecified),6,10%,-8%,-2,-3%,-17,-0.4%,-6%,5,10,-3%
C=CCn1c2ccccc2c(=O)c2cc(C#CC[C@@H](C)O)ccc21,17,·,·,·,·,-2,0.1%,-5%,-25,20,·
CC1CCCCC1NC(=O)CCS(=O)(=O)c1ccc(Cl)cc1 (stereo unspecified),-2,·,·,·,·,25,-0.1%,-6%,16,·,·
C/C(=N\NC(=O)c1ccc([N+](=O)[O-])cc1)c1cc2ccccc2oc1=O,-3,-2%,?,0,-2%,-3,-0.1%,-1%,-19,7,0%
O=C(CCl)Nc1cc(-c2ccccc2)nn1-c1ccccc1,-3,2%,10%,1,-5%,20,0.0%,4%,7,3,-10%
CCOC(=O)C1CCN(C(=O)CSc2cc(=O)n(C)c3ccccc23)CC1,6,-8%,0%,1,2%,1,0.3%,0%,6,4,-2%
CCN(CC)S(=O)(=O)c1cc(C(=O)Nc2cc(S(=O)(=O)N3CCOCC3)ccc2N2CCCC2)ccc1F,8,·,·,·,·,-5,-0.6%,4%,-19,-3,·
CC1=C(C(=O)Nc2cccc(C(=O)NCc3ccccc3C)c2)SCCO1,-9,58%[activator],·,·,-8%,-9,2.1%,3%,-5,7,·
CCOC(=O)N1CCN(S(=O)(=O)c2ccc(Br)s2)CC1,3,8%,-10%,2,1%,-7,-0.5%,0%,11,-1,15%
COC(=O)NNC(=O)c1ccc(C)c(Br)c1,-1,-4%,-4%,1,-6%,-6,-1.0%,-1%,-24,-3,1%
O=C(COC(=O)CCCN1C(=O)c2cccc3cccc(c23)C1=O)NC1CCS(=O)(=O)C1 (stereo unspecified),7,·,·,·,·,-12,-0.3%,1%,4,-1,·
COCCN(C(=O)COC(=O)Cc1cccc2ccccc12)c1c(N)n(Cc2ccccc2)c(=O)[nH]c1=O,14,?,?,0,7%,13,0.2%,-1%,?,-3,3%
Cc1cc2oc(=O)cc(-c3ccccc3)c2c(C)c1-c1ccc(C#N)cc1,-22,·,0%[94.6 µM],6,·,-3,0.1%,1%,11,·,·
CCOC(=O)/C(=N/Nc1ccc(Cl)cc1)Sc1nnnn1-c1ccc(C)cc1,1,8%,1%,9,0%,·,0.0%,0%,7,-4,-10%
FC(F)(F)Oc1ccc(Nc2nc3ccccc3o2)cc1,-11,0%,?,-2,-4%,-3,0.0%,3%,-14,9,-15%
COc1ccc(CCNC(=O)C(=O)NCC2OCCN2S(=O)(=O)c2ccccc2)cc1 (stereo unspecified),3,·,-1%,0,·,-2,0.1%,0%,-19,4,-3%
CCOc1cc(NC(=S)NCC2CCCO2)c(OCC)cc1NC(=O)c1ccc(C)cc1 (stereo unspecified),-6,10%,6%,-8,1%,·,0.0%,2%,8,11,-4%
COC(=O)/C(=C\c1ccc2c(c1)c1ccccc1n2C)NC(=O)c1ccccc1,-4,4%,-1%,1,1%,5,-0.9%,0%,-8,5,1%
CCN1C(=O)C(O)(CC(=O)c2ccc(-n3cccc3)cc2)c2ccccc21 (stereo unspecified),12,-2%,0%,1,-3%,2,1.7%,2%,-16,2,-1%
N#CC(C#N)=Cc1ccc(-c2ccc(S(=O)(=O)N=C(N)N)cc2)o1,2,?,51%[activator],5,-4%,-16,-0.2%,4%,29,-5,18µM*
CC1CCN(C(=S)NC(=O)C2CCCCC2)CC1,-16,16%,-2%,4,0%,4,0.1%,3%,7,5,-5%
CCC(C)C(=O)OCC1(c2ccc(C)cc2OC(=O)C(C)C)CO1 (stereo unspecified),-2,?,·,-2,1%,-13,1.3%,-3%,10,?,-11%
CC1(c2nnc(-c3ccc(F)cc3)o2)CC(c2ccc(Cl)cc2)=NO1 (stereo unspecified),-2,13%,·,0,3%,17,-0.2%,-2%,-7,19,0%
COc1ccccc1CNC(=O)COC(=O)c1ccncc1,1,·,·,·,·,13,-0.2%,5%,-19,·,·
COc1cccc(C(=O)NOCc2ccccc2)c1OC,-1,·,·,·,·,9,-1.5%,-1%,-25,13,·
CC1c2nc3ccccc3n2C(CC(=O)NCCCN2CCOCC2)C(=O)N1Cc1ccccc1 (stereo unspecified),-1,-9%,-7%,1,0%,·,0.0%,0%,-2,-2,10%

# Compound activity (PubChem BioAssay)
